# Assay outcomes as filed in PubChem.
# MLLE-PAM2 inh = inhibitors of PABP1 MLLE–PAM2 peptide binding, primary screen, biochemical, fluorescence polarization, FITC-PAM2, GST-MLLE; Polyadenylate-binding protein 1 (Homo sapiens), P11940; inhibition, % at 20 µM; AID 588489, 2011; 360,000 tested, 0.36% active; in the data active = inhibition above about 35%, passing the limit was not always enough;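 also: plate controls were DMSO wells with GST-MLLE for no effect and wells lacking GST-MLLE protein for full effect; some results filed as inactive read as strong as hits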
# MsrA act = bovine MsrA enzyme activators, primary screen, biochemical, absorbance, HTS; 360,000 tested, 0.3% active; activation, % at 10.6 µM; Methionine sulfoxide reductase A (Bos taurus); purified bovine MsrA, absorbance read-out; in the data active = activation above about 7.5%;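 also: 0% = vehicle and 100% = reference activator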
# Rin1-Abl PPI inh = inhibitors of Rin1-Abl protein binding, primary screen, biochemical, TR-FRET; Tyrosine-protein kinase ABL1 (Homo sapiens) + Ras and Rab interactor 1 (Homo sapiens), …; inhibition, % at 7.35 µM; 360,000 tested, 0.4% active; AID 588664, 2011; in the data active = inhibition above about 5%, passing the limit was not always enough
# MsrA inhibitor = bovine MsrA enzyme inhibitors, primary screen, biochemical, absorbance, HTS; Methionine sulfoxide reductase A (Bos taurus); inhibition, % at 15.5 µM; 360,000 tested, 0.75% active; purified bovine MsrA, absorbance read-out; in the data active = inhibition above about 4.5%;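 also: 0% = vehicle wells with enzyme and 100% = reference inhibitor wells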
# eLon inh = inhibitors of E. coli Lon protease, primary screen, biochemical, fluorescence polarization; inhibition, % at 7.94 µM; 360,000 tested, 0.42% active; P0A9M0; purified E. coli Lon protease; in the data active = inhibition above about 13%, passing the limit was not always enough;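 also: 0% = enzyme with probe and DMSO and 100% = no enzyme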
# CSN deneddyl inh = inhibitors of CSN-mediated cullin deneddylation, primary screen, biochemical, fluorescence polarization, uHTS; COP9 signalosome complex subunit 5 (Homo sapiens), Q92905; Purified CSN, SCF-Nedd8-OG deneddylation; inhibition, % at 12.5 µM; 360,000 tested, 0.38% active; AID 651999, 2013;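 active = pattern-corrected inhibition above about 35%, with an unprinted fluorescence ratio check between 0.5 and 1.5, limit read from the data, passing the limit was not always enough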;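 also: 0% = enzyme with substrate and 100% = substrate without enzyme; some results filed as inactive read as strong as hits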
#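 Test system: Human Csn5 produced in HEK293T cells | Compound: 12.5 µM single point | Times: 90 min, room temperature | Signal: Fluorescence polarization readout | Read-out basis: % inhibition of substrate cleavage by Csn5 | Controls: no-enzyme wells high, enzyme-with-substrate wells low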
# FAS TE block = FAS thioesterase domain inhibitors, primary screen, biochemical, fluorescence intensity, uHTS; Fatty acid synthase (Homo sapiens), P49327; recombinant FAS-TE, OMFH fluorogenic substrate, fluorescence endpoint; inhibition, % at 15 µM; 360,000 tested, 0.67% active; AID 602261, 2012;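 active = compounds whose normalised, plate-corrected inhibition of enzyme fluorescence in the single-dose primary screen is 50% or more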;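 also: 0% = DMSO with enzyme and 100% = substrate without enzyme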
# TbMetRS inhib = T. brucei MetRS inhibitors, primary screen, biochemical, luminescence; inhibition, % at 11.9 µM; methionyl-tRNA synthetase (Trypanosoma brucei brucei); AID 624268, 2012; purified T. brucei MetRS, ATP depletion, Kinase-Glo luminescence; 360,000 tested, 0.4% active;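 active = inhibition above a per-plate cutoff of the control wells' mean inhibition plus 3 SD, cut at about 5.5% in these data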;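 also: 0% = DMSO wells median and 100% = median of wells with control inhibitor compound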
#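 Material – parasite MetRS enzyme · Medium – HEPES-MgCl2-KCl buffer plus DTT, spermine, BSA, pyrophosphatase · Reagent – ATP, methionine and E. coli bulk tRNA substrates · Times – 15 min enzyme-compound preincubation, 2 h reaction, 10 min detection, 25 °C · Measured by – luminescence of leftover ATP · Evaluation – percent inhibition relative to median high and low control wells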
# Neddyl block = inhibitors of cullin neddylation, primary screen, biochemical, TR-FRET, uHTS, NAE and Ubc12 | NEDD8-conjugating enzyme Ubc12 (Homo sapiens) + NEDD8-activating enzyme E1 regulatory … | calls only at 25 µM | 360,000 tested, 0.58% active | AID 651699, 2012; in the data active = inhibition above about 36%
# Active calls of the source: *; i = inactive; x = no result given.
SMILES,MLLE-PAM2 inh,MsrA act,Rin1-Abl PPI inh,MsrA inhibitor,eLon inh,CSN deneddyl inh,FAS TE block,TbMetRS inhib,Neddyl block
C/C(=N\NC(=O)c1ccccc1)c1ccc(N2CCOCC2)cc1,3,-3,0,3.0,-16,-1,-11,-0.7,i
CCCCCCP(=O)(O)c1ccccc1,-15,4,1,0.6,-3,-2,-10,0.1,i
O=S(=O)(c1ccc(-c2cnc(C3CC3)o2)cc1)N1CCN(c2ccccc2)CC1,8,-3,-3,0.2,-6,0,30,1.1,i
CCCCn1c(SCC(=O)NCc2ccco2)nnc1-c1ccoc1C,-24,-6,1,-1.6,-7,18,-11,-0.3,i
CN(C)CC(CCC(CN(C)C)C(=O)c1ccccc1)C(=O)c1ccccc1 (stereo not drawn),26,-7,0,x,9,0,-1,-1.2,i
Cc1ccc(C2=NN(S(=O)(=O)c3ccccc3)C(c3ccco3)C2)cc1 (stereo not drawn),2,-1,1,1.0,9,-2,28,-0.4,i
COc1ccc(CC(=O)NCC(=O)N/N=C/c2c[nH]c3ccccc23)cc1,12,-6,-2,0.5,1,-4,-4,0.9,i
O=C(Nc1ccc(S(=O)(=O)N2CCOCC2)cc1)c1ccc(Br)o1,-4,1,-1,-0.9,-5,-3,1,-0.1,i
CC1CCN(C(=O)c2[nH]cnc2C(=O)Nc2ccccc2F)CC1,6,0,-1,1.0,-6,6,-4,-0.4,i
Cc1cccc(N(CC(=O)NC2CCCC2)C(=O)CS(=O)CC(=O)Nc2ccc3c(c2)OCO3)c1 (stereo not drawn),-5,2,4,0.1,-1,-1,-8,-0.2,i
NCCCn1c(C(=O)c2cc(Cl)c(N)c(Cl)c2)c2ccc(C(F)(F)F)cc2[n+]1[O-],14,-2,-8,-0.1,4,-3,-37,-0.1,i
COc1ccc(S(=O)(=O)N2CCOCC2)cc1C(=O)Nc1ccon1,8,-4,1,-0.1,-5,-7,-6,-0.2,i
COC1=CC(=O)C=C(OC)C1=O,35,-1,4,0.2,-5,-3,2,-0.3,i
CC(C)Oc1cccc(C(=O)Nc2ccc(N3CCN(C)CC3)cc2)c1,12,1,0,0.1,0,0,-2,-0.5,i
OCCCNc1ncnc2c1ncn2[C@H]1CN(Cc2cccs2)C[C@@H](CO)O1,7,-8,2,0.2,-13,1,-2,-0.2,i
COc1ccc(NC(=O)C2CCN(S(C)(=O)=O)CC2)cc1,0,-3,0,-0.8,-16,1,-3,-0.5,i
Cc1ccc(S(=O)(=O)N2CCOC2CNC(=O)C(=O)NCc2ccco2)cc1 (stereo not drawn),2,0,-1,0.6,-12,0,-8,0.2,i
Cc1ccc(S(=O)(=O)N(C)c2nc3ccccc3n3c(C(C)C)nnc23)cc1,-70,-2,2,0.8,-124,18,0,-0.1,i
Cc1ccccc1OCC(=O)NC(=S)Nc1ccccc1N1CCN(S(C)(=O)=O)CC1,17,-2,-1,1.9,-10,2,31,-0.4,i
CN(NC(=O)/C=C/C(=O)O)c1ncc(C(F)(F)F)cc1Cl,2,-5,0,-0.6,-8,-3,-2,-0.1,i

# 2 entries from above, with two lines to a compound:
# Value order: MLLE-PAM2 inh	MsrA act	Rin1-Abl PPI inh	MsrA inhibitor	eLon inh	CSN deneddyl inh	FAS TE block	TbMetRS inhib	Neddyl block
Cc1cccc(N(CC(=O)NC2CCCC2)C(=O)CS(=O)CC(=O)Nc2ccc3c(c2)OCO3)c1 (stereo not drawn)
  -5	2	4	0.1	-1	-1	-8	-0.2	i
NCCCn1c(C(=O)c2cc(Cl)c(N)c(Cl)c2)c2ccc(C(F)(F)F)cc2[n+]1[O-]
  14	-2	-8	-0.1	4	-3	-37	-0.1	i

# (list continues)
SMILES,MLLE-PAM2 inh,MsrA act,Rin1-Abl PPI inh,MsrA inhibitor,eLon inh,CSN deneddyl inh,FAS TE block,TbMetRS inhib,Neddyl block
Cc1ccsc1-c1cc2nc(NCCCN(C)C)n(C)c(=O)c2s1,2,-2,-4,1.9,1,2,-5,-0.2,i
CC1(C)OCC(C2CC(c3ccccc3)NS(=O)(=O)O2)O1 (stereo not drawn),-2,-4,1,0.0,11,-2,-10,-0.4,i
COCCNc1nc2cc(-c3ccc(F)cc3)sc2c(=O)n1C,17,0,-9,3.4,-6,-1,4,-0.2,i
CONC(=O)Nc1ccccc1[N+](=O)[O-],4,-4,-4,0.6,5,-3,-11,-0.6,i
CC(C)(C)c1cc(NC(=O)c2cccnc2)no1,-2,-11,-3,1.2,-1,4,-3,-1.1,i
Cc1ccc(NC(=O)CSc2nc3[nH]ncc3c(=O)[nH]2)cc1Cl,-4,0,0,-0.5,-6,0,-18,-0.2,i
CCN(CC)CCNC(=O)c1cn(CC)c2ccc(S(=O)(=O)N3CCc4ccccc4C3)cc2c1=O,-3,-1,3,0.3,-5,4,-6,0.5,i
Fc1ccc(CNCc2ccc(Br)cc2)cc1,10,0,-2,1.5,-9,3,-9,1.8,i
COc1cc2cc(C(c3nnnn3C3CCCCC3)N(C)C3CCCCC3)c(=O)[nH]c2cc1OC (stereo not drawn),-9,2,-3,x,-10,6,12,0.3,x
CCOc1ccc2nc(NC(=O)C(CCSC)NS(=O)(=O)c3cccs3)sc2c1 (stereo not drawn),6,-12,-2,x,2,-6,10,-1.4,i
COc1ccc(NC(=O)c2ccccc2N(Cc2ccccc2)S(C)(=O)=O)cc1,8,-1,2,0.0,3,4,7,-0.1,i
O=C(NCc1cccs1)c1ccc(S(=O)(=O)N2CCCCC2)cc1,-22,-1,1,-1.0,2,0,4,0.2,i
Cc1cc(C)nc(NC(=O)/C=C/c2ccc(Cl)cc2Cl)c1,-2,-6,-1,1.3,-3,-2,14,-0.5,i
O=C(OC1CSc2nc3ccccc3n2C1)c1ccco1 (stereo not drawn),3,2,-3,-0.9,-4,-7,-1,0.5,i
COc1cccc(N2CC(NC(=O)c3cccc4ccccc34)CC2=O)c1 (stereo not drawn),4,-2,-3,-0.3,-1,1,-3,-0.3,i
COc1ccc(OC)c(NC(=O)CN2C(=O)c3ccccc3S2(=O)=O)c1,-3,2,2,0.5,-1,3,-7,0.0,i
Cc1ccc(S(=O)(=O)NC(=O)Nc2ccc(Cl)cn2)cc1,-8,0,3,-1.1,-8,-1,-6,-0.2,i
CN(C)/C=C/C(=O)/C=C/c1ccc(Cl)cc1,-2,-4,4,1.4,-13,-11,-2,-0.3,i
C[C@H](O)[C@@H]1C(=O)N2CCc3ccc(-c4cccc(F)c4)cc3[C@@H]2C[C@@H]1N(C)C(=O)Nc1ccccc1,-3,2,-1,0.2,5,13,6,0.1,i
CCOc1cccc(C(=O)NC(=S)Nc2ccc(N3CCCC3)cc2)c1,26,-16,0,1.0,1,10,-3,-0.5,i

# Quoted from the listing:
# Reading for `COc1cccc(N2CC(NC(=O)c3cccc4ccccc34)CC2=O)c1` (stereo not drawn) under MsrA inhibitor: -0.3
# Reading for `CN(C)/C=C/C(=O)/C=C/c1ccc(Cl)cc1` under TbMetRS inhib: -0.3
# Reading for `Fc1ccc(CNCc2ccc(Br)cc2)cc1` under FAS TE block: -9
# Reading for `COc1cc2cc(C(c3nnnn3C3CCCCC3)N(C)C3CCCCC3)c(=O)[nH]c2cc1OC` (stereo not drawn) under eLon inh: -10
# Reading for `Cc1ccsc1-c1cc2nc(NCCCN(C)C)n(C)c(=O)c2s1` under MsrA inhibitor: 1.9
# Reading for `CCOc1ccc2nc(NC(=O)C(CCSC)NS(=O)(=O)c3cccs3)sc2c1` (stereo not drawn) under TbMetRS inhib: -1.4
# Reading for `COCCNc1nc2cc(-c3ccc(F)cc3)sc2c(=O)n1C` under MsrA inhibitor: 3.4

# Other structures.
SMILES,MLLE-PAM2 inh,MsrA act,Rin1-Abl PPI inh,MsrA inhibitor,eLon inh,CSN deneddyl inh,FAS TE block,TbMetRS inhib,Neddyl block
CCOC(=O)c1ccc(N2C=C(C(=O)OC)C(c3ccc(OC)c(O)c3)C(C(=O)OC)=C2)cc1,-2,7,1,0.4,-1,0,13,-0.4,i
COC(=O)C(C)Sc1nc(N)c(NC(=O)c2ccco2)c(=O)[nH]1 (stereo not drawn),16,0,0,0.2,1,-4,-9,0.9,i
COc1ccc(CN(C(=O)c2ccco2)c2ccccc2)cc1,-2,0,-4,-0.5,5,3,4,-0.3,i
O=[N+]([O-])c1ccccc1SN(Cc1ccccc1)c1ccccn1,8,2,0,0.4,-3,5,15,0.1,i
COc1ccccc1-n1ccnc(SCC(=O)NC2CCCCC2)c1=O,31,-4,1,0.7,-3,4,-8,-0.4,i
NS(=O)(=O)c1ccc(CCNc2ccn3nc(-c4ccccc4)cc3n2)cc1,7,-1,-2,-0.8,-1,-3,5,0.1,x
COc1ccc(C(=O)N/C(=C/c2cccs2)C(=O)N2CCN(C)CC2)cc1,11,-1,2,1.3,-16,-3,-3,0.6,i
CCOC(=O)/C(=N/Nc1ccccc1)Sc1nnc(CCc2ccccc2)n1-c1ccccc1,17,-1,4,0.1,1,-1,-2,-0.5,i
C1CNC(C23CC4CC(CC(C4)C2)C3)=N1,14,1,3,0.8,-8,-1,-6,-0.9,i
Cc1nc(-c2ccc([N+](=O)[O-])cc2)sc1C(=O)O,11,-16,0,4.6*,-7,-3,13,-1.8,i
Cc1cc2ncn(/N=C/c3cccnc3)c2cc1C,-4,-3,-4,1.8,-4,-1,3,-0.3,i
O/N=C/c1cccn1-c1ccc(O)cc1,15,-2,-2,0.4,1,-1,-10,-0.4,i
COc1cc(OC)c2c(C)cc(=O)oc2c1C(CCN1CCN(c2ccccc2)CC1)c1ccc2c(c1)OCO2 (stereo not drawn),-17,-10,1,1.9,-8,1,48,-0.2,i
COc1ccc(C(=O)COC(=O)C2CCC(=O)N2)cc1 (stereo not drawn),11,-13,0,1.6,-1,-8,-8,-0.9,i
CCCCCCCCCCOC(=O)Cn1c(COc2ccccc2C)[n+](C)c2ccccc21,0,-9,1,x,2,9,-22,-0.1,i
CCN1CCN(C(=S)c2ccc(OCC(=O)Nc3ccc(OC)cc3)cc2)CC1,4,-2,1,-0.7,-2,-1,-5,-0.8,i
COc1cc(CCC(=O)NNC(=O)c2ccc(C)cc2)cc(OC)c1OC,0,-8,0,-1.1,5,-1,-9,-0.7,i

# Whole records from above:
# OCCCNc1ncnc2c1ncn2[C@H]1CN(Cc2cccs2)C[C@@H](CO)O1 is listed with MLLE-PAM2 inh: 7; MsrA act: -8; Rin1-Abl PPI inh: 2; MsrA inhibitor: 0.2; eLon inh: -13; CSN deneddyl inh: 1; FAS TE block: -2; TbMetRS inhib: -0.2; Neddyl block: i
# CCOc1cccc(C(=O)NC(=S)Nc2ccc(N3CCCC3)cc2)c1 is listed with MLLE-PAM2 inh: 26; MsrA act: -16; Rin1-Abl PPI inh: 0; MsrA inhibitor: 1.0; eLon inh: 1; CSN deneddyl inh: 10; FAS TE block: -3; TbMetRS inhib: -0.5; Neddyl block: i
